OPRM1-OPRD1 inv: mu-delta opioid heterodimer inverse agonism; cell-based MOR-DOR heterodimer luminescence; inhibition, % at 9.3 µM; actives 0.21% (n = 340,000); in the data active = inhibition above about 22%, passing the limit was not always enough;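 also: 0% = cells with DMSO and 100% = wells without cells with DMSO; values of inactives mirror those of a sister screen read the other way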
PKA-R2B act: PKA-R2B complex activation; P22694+P31323; PKA-R2B holoenzyme dissociation, Cy5-IP20 fluorescence polarization; R2B truncated from residue 108, S112A mutant; 0% DMSO only, 100% 113 µM cGMP; activation, % at 11.4 µM; actives 0.079% (n = 340,000); AID 504700;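 active = activation above a cutoff set at the mean over all compounds plus 3 SD, cut at about 18% in these data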;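 also: higher means more holoenzyme dissociation and a rise in polarization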
Target sequence (P31323 whole entry, looked up, other chains not shown, the tested form may be a part): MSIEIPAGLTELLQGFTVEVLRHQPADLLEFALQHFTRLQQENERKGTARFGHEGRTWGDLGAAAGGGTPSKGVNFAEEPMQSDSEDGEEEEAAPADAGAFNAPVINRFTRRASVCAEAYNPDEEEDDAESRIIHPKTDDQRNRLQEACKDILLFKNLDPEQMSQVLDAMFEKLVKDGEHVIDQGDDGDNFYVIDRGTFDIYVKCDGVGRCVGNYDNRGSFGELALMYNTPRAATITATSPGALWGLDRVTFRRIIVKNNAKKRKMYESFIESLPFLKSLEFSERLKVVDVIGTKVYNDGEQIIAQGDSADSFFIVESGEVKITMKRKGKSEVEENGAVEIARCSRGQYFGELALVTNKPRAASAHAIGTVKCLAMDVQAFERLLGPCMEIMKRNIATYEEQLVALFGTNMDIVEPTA
Arr AP2 block: blocks beta-arrestin peptide binding to AP2 adaptin | FITC-arrestin peptide / GST-AP2 beads, flow cytometry; AP2 beta2 appendage carries R879A mutation | inhibition, % at 10 µM | actives 0.31% (n = 340,000) | AID 504490;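 active = inhibition above a set limit, near 3 SD of compounds lacking own fluorescence, cut at about 54% in these data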;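 also: plate controls were DMSO wells for no effect and 5 µM unlabelled arrestin peptide for full effect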
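test system = AP2 appendage R879A on GSH beads | buffer or medium = PBS plus Tween 20 (0.05%) and BSA (0.1%) | incubation = 12 min plus 1 h, RT | detection = bead flow cytometry, FITC channel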
HTR5A inv ag: counter-screen for OPRM1-OPRD1 inverse agonists: human HTR5A inverse agonism; HTR5A cell line, luminescence; actives 0.083% (n = 340,000); inhibition, % at 9.3 µM; AID 504634; P47898; in the data active = inhibition mostly above about 23%, no sharp cut-off; inactive = mostly below about 18%;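 also: 0% = cells with DMSO and 100% = no-cell wells with DMSO; some compounds called inactive have numbers as strong as hits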
Target sequence (P47898 whole entry, looked up): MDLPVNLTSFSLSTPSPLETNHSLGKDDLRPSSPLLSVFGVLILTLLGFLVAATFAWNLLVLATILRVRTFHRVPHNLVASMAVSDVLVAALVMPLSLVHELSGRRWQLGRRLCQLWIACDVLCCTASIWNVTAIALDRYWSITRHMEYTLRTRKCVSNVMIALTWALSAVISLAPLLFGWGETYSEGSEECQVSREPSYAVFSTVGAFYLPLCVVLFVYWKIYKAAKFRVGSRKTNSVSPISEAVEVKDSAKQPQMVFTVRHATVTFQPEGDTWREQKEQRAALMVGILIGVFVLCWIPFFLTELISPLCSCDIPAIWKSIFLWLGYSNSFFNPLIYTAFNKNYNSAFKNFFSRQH
DAGLB inhibitor: blocks human DAGLB lipase activity; Q8NCG7; HEK293T DAGLB membrane lysate, EnzChek fluorogenic substrate; inhibition, % at 5.17 µM; actives 0.059% (n = 340,000); AID 504411; in the data active = inhibition above about 34%;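 also: 0% = enzyme with vehicle and 100% = wells lacking enzyme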
PKA-R1A activ: PKA-R1A complex activation; P00514+P68181; PKA-R1A dissociation, Cy5-IP20 fluorescence polarization; scaled: DMSO 0%, 113 µM cGMP 100%; activation, % at 11.4 µM; actives 0.083% (n = 340,000);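 active = percent activation above the mean of all tested compounds plus 3 SD, cut at about 19% in these data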;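 also: higher means more PKAc released from R1A so a rise in polarization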
MOR-DOR ag: OPRM1-OPRD1 heterodimerization agonism | AID 504326 | cells, luminescence | P35372+P41143 | activation, % at 9.3 µM | actives 0.3% (n = 340,000); in the data active = activation above about 18%;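 also: 0% = vehicle-treated cells and 100% = reference agonist; values of inactives mirror those of a sister screen read the other way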
DSG3 Ab inh: human desmoglein-3 autoantibody binding inhibition; DSG3-coupled beads, scFv-anti-DSG3-GFP binding, flow cytometry; stronger effect = lower value; binding (percent of control), % at 10 µM; actives 0.48% (n = 310,000);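 active = binding more than 3 SD below its plate's average and above zero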;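 also: hits lower antibody fragment binding to DSG3; some compounds called inactive have numbers as strong as hits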
HTR5A ag: activates human HTR5A in OPRM1-OPRD1 agonist counter-screen. P47898. HTR5A agonist assay, luminescence, cell-based. activation, % at 9.3 µM. actives 0.61% (n = 340,000). AID 504692; in the data active = activation mostly above about 9.5%, no sharp cut-off; inactive = mostly below about 7.6%;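 also: 0% = cells with vehicle only and 100% = reference agonist; strong numbers were not always called active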
V-ATPase pH: regulators of yeast V-ATPase proton transport. S. cerevisiae, pHLuorin cytosolic pH fluorescence. response, % at 10 µM. actives 0.37% (n = 350,000); in the data active = response mostly above about 7.3%, no sharp cut-off; inactive = mostly below about 5.4%; also: actives read high; inactives centre near 0; some compounds called inactive have numbers as strong as hits; reference of the scale not given here
The depositor's hits bear a star; . = not tested or not shown.

SMILES	OPRM1-OPRD1 inv	PKA-R2B act	Arr AP2 block	HTR5A inv ag	DAGLB inhibitor	PKA-R1A activ	MOR-DOR ag	DSG3 Ab inh	HTR5A ag	V-ATPase pH
CCOc1nc(-c2ccccc2)ccc1-c1noc(COC)n1	-4	-11	30	15	-13	-7	0.6	98	-6	-2
COc1ncnc2c1ncn2CC1COC(C)(C)O1 (stereo unspecified)	-2	-3	4	-12	2	2	0.3	107	1	2
O=C1c2ccccc2NC2(CCCC2)N1N=C1CCCC1	4	8	34	-2	-2	2	-0.6	83	1	4
O=C(Nc1ccccc1Cl)C1CCCN(S(=O)(=O)c2ccc(F)cc2)C1 (stereo unspecified)	-3	0	15	10	-4	11	0.6	99	-3	12
COc1ccc(N2CCN(C(=O)CCc3nc(-c4ccc(C)cc4)no3)CC2)cc1	12	5	1	10	-3	-6	-1.9	.	-3	-2
COC(=O)c1nccnc1C(=O)Nc1ccccc1N1CCOCC1	18	3	11	-6	1	-5	-3.3	96	0	1
COc1cccc(CNC(=O)CCCn2nc(C)c3c(C)n(-c4ccc(C)cc4)nc3c2=O)c1OC	0	-7	-5	2	5	0	0.0	91	5	-1
CCOCc1nnc(NC(=O)c2ccc(NC(C)=O)cc2)s1	15	-7	25	-65	-2	3	-3.0	96	3	-2
CN(C)N1C(N)=C(C#N)C(c2ccc(F)cc2)C2=C1CC(C)(C)CC2=O (stereo unspecified)	13	-3	1	-17	2	-4	-2.9	88	5	-2
CCOc1c(C(=O)CC)cc2c(C)cc(=O)oc2c1C	17	4	20	-2	-4	-4	-3.1	99	1	-2
Cn1c(SCC(=O)NCc2ccco2)nnc1C1CCCC1	19	-2	-24	-4	-1	-1	-3.7	.	-1	1
COc1ccc(/C=C(/NC(=O)c2ccco2)C(=O)N2CCOCC2)cc1	13	-1	-9	2	1	-5	-2.6	88	-3	1
Cc1ccccc1C(=O)Nc1ccc(C(=O)N/N=C/c2ccc(F)cc2)cc1	-35	3	-15	17	4	3	6.9	94	-2	3
C#CCO[C@@H]1C[C@H](n2cnc3c(=O)[nH]c(NC(=O)C(C)C)nc32)O[C@@H]1CO	10	9	11	15	2	-7	-1.8	102	-6	3
CC(C)N(CCn1c(SCC(=O)Nc2cccnc2Cl)nc2ccccc2c1=O)C(C)C	-8	-4	13	15	-2	-5	1.5	100	-4	-7
O=C(CN1CCC(O)(c2ccc3c(c2)OCO3)CC1)N1CCOCC1	-10	10	3	-4	4	0	1.6	95	2	-1
Cc1ccc(C)c(NS(=O)(=O)c2ccc(-n3cccn3)cc2)c1	.	-9	.	.	-3	-9	.	104	.	.
CCOc1ccc(NS(=O)(=O)c2ccc(OCC(=O)N3CCCC3)cc2)cc1	13	-6	8	4	2	-9	-2.3	93	0	6
O=C(COC(=O)c1ccc2ccccc2c1)NCc1ccccc1	.	-5	.	.	-6	0	.	99	.	-4
COc1ccccc1N/N=C/c1c(CO)cnc(C)c1O	7	-1	-2	31	2	13	-1.3	85	5	-2

Ordered by value in DSG3 Ab inh (descending): some entries from above.
molecule	DSG3 Ab inh
Cc1ccc(C)c(NS(=O)(=O)c2ccc(-n3cccn3)cc2)c1	104
CCOc1ccc(NS(=O)(=O)c2ccc(OCC(=O)N3CCCC3)cc2)cc1	93
O=C1c2ccccc2NC2(CCCC2)N1N=C1CCCC1	83

Next part:
SMILES	OPRM1-OPRD1 inv	PKA-R2B act	Arr AP2 block	HTR5A inv ag	DAGLB inhibitor	PKA-R1A activ	MOR-DOR ag	DSG3 Ab inh	HTR5A ag	V-ATPase pH
COc1ccc(C(=O)NCCNc2ccccc2[N+](=O)[O-])cc1	5	1	14	3	4	6	-1.0	97	-1	-2
CC(C)COC(=O)c1nnsc1NC(=O)Nc1ccccc1	-10	-12	-3	1	-4	-5	1.8	86	4	1
COC(=O)c1ccc(Nc2c([N+](=O)[O-])c(=O)oc3ccccc23)cc1	16	-4	34	4	11	2	-3.3	.	0	3
COc1ccc(C2(C(=O)Nc3ccc(OC)cc3OC)CCCC2)cc1	20	2	-19	11	-5	-1	-4.2	98	5	2
Nc1ccc(NC(=O)CCN2CCOCC2)cc1	7	-3	-4	0	-2	-3	-1.5	106	0	-1
CNC(=O)C1(C(F)(F)F)C/C(=C\CCO)CCCO1 (stereo unspecified)	16	-13	4	-6	1	1	-2.9	108	1	-2
CCCC1CC(c2csc(N)n2)CCO1 (stereo unspecified)	10	-5	2	-24	-1	-8	-1.8	97	2	-3
Cc1ccc2c(c1)[C@@H]1[C@H](CO2)[C@H](c2ccccc2)[C@]2(C)C(=O)N[C@H](C)C(=O)N12	7	-2	-4	4	0	-14	-1.2	106	2	3
CCOc1ccc(NC(=O)Cc2nnc(SCC(=O)N3CCOCC3)n2C)cc1	9	3	-5	-6	0	-3	-1.6	104	1	1
COc1ccc(N(C(=O)Cc2cccs2)C(C(=O)NC2CCCC2)c2ccncc2)cc1 (stereo unspecified)	5	-8	-13	-23	1	4	-0.6	128	8	1
CCOc1ccc(C(=O)Nc2ccc(Cl)cn2)cc1Cl	-54	2	-1	-11	-3	-18	9.1	100	5	1
O=C1C=C(c2cccc(Br)c2)C[C@@H](c2ccc3c(c2)OCO3)C1	-12	-7	17	8	-21	16	2.1	101	-1	1
COC(=O)C(Cc1ccc(OC(=O)c2ccc(C(F)(F)F)cc2)cc1)N1Cc2ccccc2C1=O (stereo unspecified)	-1	-18	9	-13	-4	7	0.2	103	3	0
CC1Cc2cc(S(=O)(=O)NCCc3ccccc3)ccc2N1C(=O)C1CC1 (stereo unspecified)	14	-9	-9	14	-3	-11	-2.6	99	3	-3
Cc1cc(C)nc(NS(=O)(=O)c2ccc(NC(=S)NC(=O)C(C)(C)C)cc2)n1	14	-6	-7	-21	0	4	-2.7	99	0	0
CNC(=S)N/N=C/c1c(C)c(C(=O)c2ccc(F)cc2)n2ccccc12	12	-3	6	-20	6	4	-2.3	94	5	0
CCC(=O)Nc1ccc(C(=O)NCc2ccccn2)cc1	19	-7	16	1	-2	-7	-3.8	98	-1	-1
O=C(Cn1c(=O)c2cccn2c2cccnc21)N1CCN(c2ccccc2F)CC1	14	-2	-7	17	-1	-11	-2.6	.	-4	0
O=C(c1ccc(C(F)(F)F)cc1)N1CCCCC1	4	-4	-3	-11	-1	1	-0.6	99	-1	-1
CCCCc1nnc(NC(=O)CS(=O)(=O)Cc2ccccc2)s1	4	-2	4	-12	2	2	-0.9	100	3	-1
CCCNC(=O)CN(C1CCCCC1)S(C)(=O)=O	-1	-5	3	-4	-1	-5	0.1	102	1	0
CN(C)c1ccc(C(CNC(=O)c2ccccc2Br)c2c[nH]c3ccccc23)cc1 (stereo unspecified)	-2	0	22	13	-1	1	0.4	101	-5	-2
CCn1c(SC)nc2c(c1=O)SC(C)C2 (stereo unspecified)	-2	8	6	2	2	-2	0.4	98	-1	0
Cc1ccccc1CNC(=O)Cc1cccs1	-1	-5	-1	-2	0	5	0.1	96	-6	5
Cc1cccc(OCC(=O)N(C)CCc2ccccn2)c1	15	-5	-6	2	0	-1	-3.1	99	-1	1
COC(=O)c1ccc(CNC(=O)CSc2nc3sc(C)c(C)c3c(=O)n2C)o1	5	-3	-6	-17	0	-6	-0.9	104	7	2
O=C(CSc1nnc(Cc2ccccc2)c(=O)[nH]1)Nc1ccccc1	-7	-1	-3	6	5	-6	1.4	95	-5	6
COc1ccccc1CN(C)C(=O)c1cc2ccccc2o1	11	15	2	17	-3	3	-1.6	105	0	-1
COc1ccc(NC(=O)c2ccccc2N(Cc2ccccc2)S(C)(=O)=O)cc1OC	5	-7	12	-37	-2	1	-1.0	113	-13	1
CCOC(=O)C1C(=O)C(=O)N(C(C)C)C1C(=O)OCC (stereo unspecified)	13	-6	-7	-9	0	-3	-2.6	.	2	0
CC(NC(=O)c1ccc(Br)o1)C1CC2CCC1C2 (stereo unspecified)	18	-9	4	1	-1	1	-3.3	103	1	-3
CCC[C@@H](CN1CCC[C@H]1CN1C(N)=NC[C@H]1CC(C)C)N1C[C@@H]([C@H](C)CC)N(CCCC2CCCC2)C1=N	14	-8	29	15	2	2	-3.0	105	-4	0
CC(C)OC(=O)c1c(F)c(F)c(N2CCOCC2)c(F)c1F	-6	2	-36	-24	-5	2	1.1	107	9	2
O=C(Nc1ccccn1)Nc1ccccc1Cl	-9	1	10	-7	0	1	1.7	111	5	2
Cc1cc(Oc2ccc(=O)[nH]n2)nc(Cl)n1	10	5	-4	-5	-1	8	-1.9	93	0	2
COc1cccc(CNC(=O)COC(=O)c2cc(Br)c(Br)s2)c1	-22	-1	1	-9	-5	5	5.1	94	4	3
Cc1cccc(NC(=S)NNC(=S)NCc2ccccc2)c1	17	-4	2	0	4	-9	-3.6	103	0	0
CN(C)C(=O)CCc1ccc2c3c([nH]c2c1)[C@]1(C)[C@@H](C(=O)N2CCCCC2)C[C@H](CC(=O)NCC24CC5CC(CC(C5)C2)C4)C(=O)N1CC3	10	-3	-2	-7	2	-3	-2.0	97	2	0

Some of these compounds in order of count of non-hydrogen atoms, highest first:
SMILES	OPRM1-OPRD1 inv	PKA-R2B act	Arr AP2 block	HTR5A inv ag	DAGLB inhibitor	PKA-R1A activ	MOR-DOR ag	DSG3 Ab inh	HTR5A ag	V-ATPase pH
CN(C)C(=O)CCc1ccc2c3c([nH]c2c1)[C@]1(C)[C@@H](C(=O)N2CCCCC2)C[C@H](CC(=O)NCC24CC5CC(CC(C5)C2)C4)C(=O)N1CC3	10	-3	-2	-7	2	-3	-2.0	97	2	0
CN(C)c1ccc(C(CNC(=O)c2ccccc2Br)c2c[nH]c3ccccc23)cc1 (stereo unspecified)	-2	0	22	13	-1	1	0.4	101	-5	-2
COC(=O)c1ccc(CNC(=O)CSc2nc3sc(C)c(C)c3c(=O)n2C)o1	5	-3	-6	-17	0	-6	-0.9	104	7	2
COc1ccccc1CN(C)C(=O)c1cc2ccccc2o1	11	15	2	17	-3	3	-1.6	105	0	-1
Cc1ccccc1CNC(=O)Cc1cccs1	-1	-5	-1	-2	0	5	0.1	96	-6	5
Cc1cc(Oc2ccc(=O)[nH]n2)nc(Cl)n1	10	5	-4	-5	-1	8	-1.9	93	0	2
CCn1c(SC)nc2c(c1=O)SC(C)C2 (stereo unspecified)	-2	8	6	2	2	-2	0.4	98	-1	0

Source: PubChem BioAssay (several laboratories)
